p53null 39C kill – qHTS Screen for Compounds that Selectively Target Cancer Cells with p53 Mutations: Cytotoxicity of p53 Null Cells at the Nonpermissive Temperature; H1299 p53-null (neo) cells, 39C, ATPlite viability, 24 h; AID 904, 2007; hit rate 0.97% among 55,000; Potency, µM (highest dose often 46.1 µM), for the others: at the top dose activity, negative = cell killing, hits mostly cytotoxic; active = well fitted cell-killing curve with a large enough effect; inconclusive = small, poorly fitted or top-dose-only effect; inactive = no such curve, though single readings can be large or run the other way;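 also: 0% = DMSO only and -100% = full killing by 100 µM tamoxifen; nearly all actives have a fitted effect of over 50% in size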
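ATP-luminescence viability readout (ATPlite, 20 min RT) after 24 hr compound treatment at 39C of H1299-neo or H1299-p53A138V cells; titration up to 46 uM; normalized to DMSO and 100 uM tamoxifen; Hill-fit AC50.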
* hit, by the source's call; ? = inconclusive; [ ] = remark or other dose. Potency is read from the fitted curve at half-maximal effect. This is a subset; count on the stated rates, not on these rows.

SMILES	p53null 39C kill
COCCCNC(=S)NNC(=O)c1ccoc1C	4.1%[1.84 µM]
O=C(CSc1ncnc2ccccc12)c1ccc2c(c1)OCCO2	-8.8%[1.84 µM]
CCCC(C)NC(C)C(=O)NC1CCCC1 (stereo not given)	3.0%[1.84 µM]
CC(C)NC(=S)N1CCN(C(c2ccccc2)c2ccccc2)CC1	2.4%[1.84 µM]
O=C(NCCN1C(=O)S/C(=C\c2ccccc2F)C1=O)C1CCCN1C(=O)c1cccs1 (stereo not given)	4.6%[1.84 µM]
C=CCN(c1cccc(C(F)(F)F)c1)S(=O)(=O)c1cccc(C(=O)OCC(=O)NCCC)c1	15.1%
Cc1ccc(CN(Cc2ccco2)C(=S)NCC(=O)O)cc1	8.4%[1.84 µM]
CCOC(=O)C1C(=O)C=C(c2cccs2)CC1c1ccccc1C (stereo not given)	4.1%
CCOC(=O)Cc1csc(N/C(=N/S(=O)(=O)c2ccc(F)cc2F)c2ccccc2)n1	9.6%
O=C(CNS(=O)(=O)c1ccc(Cl)cc1)OCC(=O)N1CCCc2ccccc21	1.1%[1.84 µM]
C=C(C)CNC(=S)N/N=C1\CCCCc2ccccc21	33.4%
Cc1ccc(NC(=O)Cc2csc(-c3ccccc3)n2)cc1F	?

The closing 4 records of the section above are carried over, then new ones follow:
SMILES	p53null 39C kill
CCOC(=O)Cc1csc(N/C(=N/S(=O)(=O)c2ccc(F)cc2F)c2ccccc2)n1	9.6%
O=C(CNS(=O)(=O)c1ccc(Cl)cc1)OCC(=O)N1CCCc2ccccc21	1.1%[1.84 µM]
C=C(C)CNC(=S)N/N=C1\CCCCc2ccccc21	33.4%
Cc1ccc(NC(=O)Cc2csc(-c3ccccc3)n2)cc1F	?
O=C(Nc1cccc(S(=O)(=O)Nc2ccc(Cl)cc2)c1)c1ccc(Cl)nc1	24.3%[1.84 µM]
Cc1c(C(=O)Nc2ccccc2[N+](=O)[O-])csc1-c1ccccc1	-8.8%[1.84 µM]
O=C(Nc1ccc(C(=O)N2CCCC2)cc1)Nc1ccc(Cl)cc1Cl	16.9%
O=C(COc1ccc(-c2nnco2)cc1)NCc1ccccc1Cl	-0.1%[1.84 µM]
Cc1ccc(S(=O)(=O)N2CCOCC2)cc1N/N=C(\C#N)c1nc2ccccc2[nH]1	-1.9%[1.84 µM]
COc1cccc(C2NC(=S)NC3=C2CCc2ccccc23)c1 (stereo not given)	15.4%
CC(=O)c1ccc(NC(=O)C(C)OC(=O)COc2ccc(C#N)cc2)cc1 (stereo not given)	6.2%
Cc1cccc(C)c1OCc1nc2ccccc2c(=O)n1/N=C/c1c[nH]c2ccccc12	1.0%[1.84 µM]
O=C(C1CCN(Cc2ccc(Cl)cc2)CC1)N1CCN(C(c2ccccc2)c2ccccc2)CC1	6.0%
Cc1ccc(C(=O)N[C@H](C(=O)OCc2cc(=O)n3c(n2)sc2ccccc23)C(C)C)cc1	31.8%[activator]
COc1cc(C(=O)NC(=S)Nc2ccc(N3CCCC3)cc2)cc(OC)c1OC	25.3%
Cc1cccc(NC(=S)Nc2ccc3cn[nH]c3c2)c1	13.0%

4 records picked at random from those above, as already listed:
SMILES	p53null 39C kill
COc1cccc(C2NC(=S)NC3=C2CCc2ccccc23)c1 (stereo not given)	15.4%
CC(=O)c1ccc(NC(=O)C(C)OC(=O)COc2ccc(C#N)cc2)cc1 (stereo not given)	6.2%
Cc1c(C(=O)Nc2ccccc2[N+](=O)[O-])csc1-c1ccccc1	-8.8%[1.84 µM]
Cc1cccc(NC(=S)Nc2ccc3cn[nH]c3c2)c1	13.0%

The listing continues:
SMILES	p53null 39C kill
CCOc1ccccc1N(C(=O)Nc1ccc(Cl)cc1)C1=NCCS1	4.7%[1.84 µM]
CCc1ccccc1NCC(=O)Nc1ccccc1C(=O)OC	27.2%
O=C(Nc1cccc(Cl)c1)Nc1cc(S(=O)(=O)N2CCCCC2)ccc1Cl	13.0%[1.84 µM]
COc1cc(C(=O)Nc2ccc3c(c2)Cc2cc(NC(=O)c4cc(OC)c(OC)c(OC)c4)ccc2-3)cc(OC)c1OC	-0.7%[1.84 µM]
COc1cccc(NC(=O)C(Sc2nc3ccccc3c(=O)n2CC(C)C)c2ccccc2)c1 (stereo not given)	25.2%
CCN(CC)S(=O)(=O)c1ccc(C)c(NC(=O)CN(C)C)c1	8.2%
O=C(CSc1nnc(NC2CCCCC2)s1)NN1C(=O)NC2(CCCCC2)C1=O	3.3%[1.84 µM]
COc1cccc(/C=C/C(=O)OCC(=O)c2cc(C)n(CC3CCCO3)c2C)c1OC (stereo not given)	20.0%
N#Cc1ccccc1NC(=O)CNc1ccc(Cl)c(C(F)(F)F)c1	-11.2%[1.84 µM]
COc1ccc(CNC(=O)Cn2cc(C(F)(F)F)ccc2=O)cc1	32.1%[activator]
CC(C)N1CCC2(CC1)C(C#N)=C(N)NC(S)=C2C#N	19.2%[1.84 µM]
CSc1nnc(C)c(=O)n1COC(=O)c1ccc(S(=O)(=O)N2CCOCC2)cc1	17.2%
CCOc1ccc(/C=N/NC(=O)C(=O)NCc2ccco2)cc1	3.2%[1.84 µM]
O=C(NNC1=NCCC1)c1cccc(S(=O)(=O)N2CCCCC2)c1	1.5%[1.84 µM]
CC1CCC2C(=O)N(c3ccc(C(=O)Oc4cccc5cccnc45)cc3)C(=O)C2C1 (stereo not given)	19.5%
COc1ccc(NC(=O)c2ccccc2NC(=O)CSc2ccccc2)cc1	11.5%
COC(=O)c1ccc(NC(=O)COC(=O)c2cccc3c(=O)c(C)c(-c4ccccc4)oc23)cc1	9.3%
CN1/C(=C\C(=O)Nc2ccc(F)cc2)C(C)(C)c2ccccc21	5.5%
CC(Cl)C(=O)NC(=O)NC12CC3CC(CC(C3)C1)C2 (stereo not given)	7.2%
CN(C)CCCn1c(SCC(=O)N2c3ccccc3Sc3ccccc32)nc2ccccc2c1=O	8.1%[1.84 µM]
CC(C)(C)NC(=S)NCCc1ccccc1	-5.4%
O=C(Nc1ccc2oc(=O)ccc2c1)c1ccc(-c2ccc(Cl)cc2)o1	26.0%
CCOc1ncccc1C(=O)OCC(=O)Nc1ccc(S(=O)(=O)N2CCOCC2)cc1	19.5%[1.84 µM]
CCCC(NC(=O)CCl)c1ccccc1 (stereo not given)	-16.7%[1.84 µM]
CN(Cc1ccc(F)cc1)C(=O)COc1ccccc1-c1ccccc1	10.0%[1.84 µM]
NC(=O)c1ccsc1NC(=O)COC(=O)COc1ccccc1F	17.3%
Cc1ccc(S(=O)(=O)N(C)/N=C/C=C/c2ccccc2)cc1	7.8%
O=C(N/N=C/c1c[nH]c2ccccc12)C1CC1c1ccccc1 (stereo not given)	4.8%[1.84 µM]
Cc1nn(CC(=O)OC(C)C(=O)Nc2ccccc2[N+](=O)[O-])c(C)c1[N+](=O)[O-] (stereo not given)	10.7%
O=C(COC(=O)c1ccc(-c2ccc([N+](=O)[O-])cc2)o1)NC(=O)NC1CCCCC1	22.1%
CSc1ccc(/C=N/NC(=O)CN2CCN(Cc3ccccc3Cl)CC2)cc1	10.0%
Cc1nn(-c2ccccc2)c(Cl)c1/C=N/Nc1nc2ccccc2[nH]1	-10.5%[1.84 µM]
O=C(COC(=O)CNC(=O)c1ccccc1)Nc1cccc(Br)c1	1.5%
CCCN(CC(=O)Nc1cccc(Br)c1)CC(=O)Nc1ccc(F)c(F)c1F	-12.1%[1.84 µM]
COc1ccc(NC(=O)CN(C)S(=O)(=O)c2ccc(C)cc2)c([N+](=O)[O-])c1	-19.6%[1.84 µM]
CCCCN(CC)S(=O)(=O)c1ccc(C(=O)N=c2sc3cc(NC(C)=O)ccc3n2C)cc1	27.1%
Cc1onc(-c2ccccc2)c1C(=O)NNC(=S)NC(=O)c1ccc(F)cc1	-0.7%[1.84 µM]
COc1cc(CNCc2ccc(SC)cc2)cc(OC)c1	10.0%[1.84 µM]
CC(C)(C)c1ccc2c(c1)C(=O)c1ccccc1C2=O	-1.2%
Cc1c(Cc2ccccc2)c(=O)oc2c(C)c(OCC(=O)Nc3ccc(C#N)cc3)ccc12	-5.0%[1.84 µM]
COc1ccc(NS(=O)(=O)c2ccc3nc(COc4ccc5ccccc5c4)[nH]c3c2)cc1	89.4%[activator]
O=C(CN1CCN(c2ccc(O)cc2)CC1)NC(=O)NCc1ccco1	19.3%
O=C(COC(=O)c1ccccc1-c1nc2ccccc2s1)Nc1ccccc1C(F)(F)F	-0.1%
O=C(COC(=O)c1ccc(Cl)nc1)Nc1ccc(S(=O)(=O)N2CCCC2)cc1	15.4%
COc1ccccc1C(CC(=O)Nc1ccc(C)c(C)c1)c1ccc(OC(C)C)cc1 (stereo not given)	13.6%
CC(C)c1ccc(NC(=O)COC(=O)COc2ccccc2)cc1	-2.0%
CCOC(=O)c1c(/N=C/c2ccccc2O)sc2c1CCC2	2.7%[1.84 µM]
CN(C)c1ccc(/C=C2/SC(=O)N(CCN=C3NS(=O)(=O)c4ccccc43)C2=O)cc1	22.1%
CCCCNS(=O)(=O)c1ccc2nc(SCC(=O)Nc3ccccc3Cl)[nH]c2c1	-5.7%[1.84 µM]
CC(Sc1nc2ccccc2s1)C(=O)NCc1ccc2c(c1)OCO2 (stereo not given)	10.3%
NC(=O)COC(=O)c1ccc(Cl)c(S(=O)(=O)N(Cc2ccccc2)c2ccc(Cl)cc2)c1	10.0%
CC1(C)CC1C(=O)Nc1ccc([N+](=O)[O-])cc1Br (stereo not given)	19.9%
CCOC(=O)c1c(/N=C/N(C)C)sc(/C=N/Nc2ccccc2)c1-c1ccccc1Cl	29.8%
C/C(=N\NC(=O)c1ccc(N(C)C)cc1)c1ccc(C)c(C)c1	-1.4%[1.84 µM]
CCN(CC)S(=O)(=O)c1ccc(N2CCCC2)c(NS(=O)(=O)c2ccc([N+](=O)[O-])cc2)c1	-2.5%[1.84 µM]
Cc1cc(C)c(NC(=O)c2oc3ccccc3c2COc2ccccc2)c(C)c1	16.4%
CNC(=O)COc1cccc(C(=O)NCc2ccccc2)c1	12.6%[1.84 µM]
O=C(O)c1cc([N+](=O)[O-])ccc1N1CCC(Cc2ccccc2)CC1	-3.1%[1.84 µM]
O=C(NCc1ccc(-c2nc3ccccc3s2)cc1)c1cc2ccccc2o1	1.4%[1.84 µM]
COc1ccc(CCNC(=O)CCNC(=O)c2ccc(Br)cc2)cc1OC	12.6%[1.84 µM]
Next part
SMILES	p53null 39C kill
c1ccc(C2=NNC(=NCc3ccc4c(c3)OCO4)SC2)cc1	-0.2%
CC(=O)c1c(C)[nH]c(C(=O)Nc2nc(-c3ccccc3)c(C)s2)c1C	20.9%
CCOC(=O)c1sc2nc(CN3CCN(c4cccc(C(F)(F)F)c4)CC3)[nH]c(=O)c2c1C	?
Cc1c(C(=O)Nc2nc3ccccc3[nH]2)oc2ccc(Br)cc12	-1.4%[1.84 µM]
COc1cc(/C=C(\C#N)c2ccccn2)ccc1OCc1ccc(Cl)cc1	5.6%
CC(C)c1ccc(OCC(=O)Nc2ccc(OC(F)(F)F)cc2)cc1	23.1%
CCCCNC(=O)c1cccc2c(=O)c(C)c(-c3ccccc3)oc12	9.8%[1.84 µM]
CC(=O)OCCSc1c(-c2ccccc2)c2cc(Cl)ccc2[nH]c1=O	17.2%[1.84 µM]
CCOc1ccc(-n2cc(-c3ccccc3)c3c(SC(C)C(=O)OC)ncnc32)cc1 (stereo not given)	-7.6%
CC1CCCCN1C(=S)NCc1ccccc1 (stereo not given)	17.6%[1.84 µM]
Cc1ccc(CNC(=S)Nc2ccc(OC(F)F)cc2C)cc1	15.2%
Cc1cc(C)n2nc(CC(=O)NCc3ccccc3Cl)nc2n1	38.9%
CCOc1ccc(Br)cc1S(=O)(=O)Nc1ccc(C(=O)OC(C)C(=O)N(C)c2ccccc2)cc1 (stereo not given)	45.0%[activator]
COc1ccc(N(CC(=O)N/N=C/c2ccc(OC3CSC3)cc2)S(=O)(=O)c2ccccc2)cc1	-11.8%[1.84 µM]
CC1(C)CC2CC(C)(CN2C(=S)NC(=O)c2ccccc2Cl)C1 (stereo not given)	13.7%
CCc1cccc(CC)c1NC(=O)CCCSc1nc2ccccc2s1	18.4%
O=C(NC(=S)NCCN1CCOCC1)c1ccccc1	-29.3%[1.84 µM]
CCOc1ccc(NC(=O)CSc2ccc(-c3ccccn3)nn2)cc1	-2.8%
CCN(C(=O)CSc1cc(-c2ccccc2)c2ccc(OC)cc2n1)C1CCS(=O)(=O)C1 (stereo not given)	13.8%
CCOC(=O)c1c(NC(=O)CSc2nnc(N)s2)sc(C)c1-c1ccc(C)cc1	39.4%[activator]
COc1ccc(Br)cc1CN(C)CC(=O)Nc1c(Cl)ccc(C)c1Cl	-1.9%[1.84 µM]
CC(NC(=O)c1sc2cc([N+](=O)[O-])ccc2c1Cl)C(C)(C)C (stereo not given)	14.3%

Three of the compounds above, in markdown.
| compound | p53null 39C kill |
| --- | --- |
| O=C(NC(=S)NCCN1CCOCC1)c1ccccc1 | -29.3%[1.84 µM] |
| CCOc1ccc(NC(=O)CSc2ccc(-c3ccccn3)nn2)cc1 | -2.8% |
| CCN(C(=O)CSc1cc(-c2ccccc2)c2ccc(OC)cc2n1)C1CCS(=O)(=O)C1 (stereo not given) | 13.8% |

3 entries already listed, sorted by length of the SMILES, lowest first.
SMILES	p53null 39C kill
CCOc1ccc(NC(=O)CSc2ccc(-c3ccccn3)nn2)cc1	-2.8%
COc1ccc(N(CC(=O)N/N=C/c2ccc(OC3CSC3)cc2)S(=O)(=O)c2ccccc2)cc1	-11.8%[1.84 µM]
CCOc1ccc(Br)cc1S(=O)(=O)Nc1ccc(C(=O)OC(C)C(=O)N(C)c2ccccc2)cc1 (stereo not given)	45.0%[activator]
